# Assay outcomes from PubChem BioAssay.
# HTR2A ag – activates the mouse 5-HT2A serotonin receptor. CHO-K1 mHTR2A beta-arrestin complementation, luminescence; percent of 30 µM serotonin response. actives 0.66% (n = 360,000). activation, % at 7.6 µM. P35363;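 active = activation above a run cutoff, the mean activation of all tested compounds plus 3 SD, cut at about 14% in these data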;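 also: 0% = plate median of compound wells and 100% = 30 µM serotonin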
# Target sequence (P35363 whole entry, looked up): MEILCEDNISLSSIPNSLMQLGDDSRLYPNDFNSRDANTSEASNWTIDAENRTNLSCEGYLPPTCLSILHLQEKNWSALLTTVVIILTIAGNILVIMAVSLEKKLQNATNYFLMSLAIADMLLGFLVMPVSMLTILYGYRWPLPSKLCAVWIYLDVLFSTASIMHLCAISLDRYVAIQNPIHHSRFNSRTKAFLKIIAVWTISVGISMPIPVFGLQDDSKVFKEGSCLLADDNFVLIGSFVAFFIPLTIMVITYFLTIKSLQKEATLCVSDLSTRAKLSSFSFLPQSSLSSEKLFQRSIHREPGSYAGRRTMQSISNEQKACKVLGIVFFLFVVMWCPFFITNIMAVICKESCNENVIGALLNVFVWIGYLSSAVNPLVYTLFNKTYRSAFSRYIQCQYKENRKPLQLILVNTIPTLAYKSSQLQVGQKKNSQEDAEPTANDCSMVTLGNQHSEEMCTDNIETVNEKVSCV
# aDG glyco act – alpha-DG glycosylation activation | actives 0.22% (n = 360,000) | Pro5-aDG cells, alpha-DG glycosylation AlphaScreen (IIH6); 0% Pro5, 100% B10-LARGE cell signal | activation, % at 10 µM;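 active = activation of at least 8% versus controls, or a plate z-score of at least 8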;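 also: Pro5 are CHO cells carrying HIG-tagged alpha-DG that lacks glycosylation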
# Glyco luc inh – blocks N-linked glycosylation in D54 reporter cells | D54 ERlucT glycosylation luciferase reporter, 24 h; percent of 100 nM tunicamycin response | actives 0.23% (n = 360,000) | reporter increase, % at 12.5 µM;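 active = mean luciferase reporter signal, scaled so untreated is 0 and the glycosylation-blocking control 100, at or above a set limit in every replicate; inconclusive = mean reaches the limit but not every replicate does; inactive = mean below the limit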;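 also: luciferase carries N-glycosylation sites so blocking glycosylation raises the light; 0% = median of neutral control wells and 100% = median of 100 nM tunicamycin wells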
# CaV13 ICDI inh – Primary screen for inhibitors of IQ motif and Ca2+-dependent inactivation inhibitor domain binding in CACNA1D, Förster resonance energy transfer in living cells, … | actives 0.098% (n = 340,000) | AID 743397 | inhibition, % at 12.3 µM | HEK cells, CFP/YFP FRET ICDI-IQ, plate reader, 10 min; percent FRET-ratio fall versus neutral wells;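 active = mean replicate inhibition of at least 30% and at least 1% of replicates passing that level; inconclusive = only one of the two criteria is met; inactive = neither criterion is met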;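 also: 0% = median of the neutral control wells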
# H9c2 protect – myocardial damage modulation in H9c2 cells; actives 0.63% (n = 360,000); protection from H2O2 cell death, % at 20 µM; H9c2 cardiomyocytes, H2O2 injury protection, ATPLite, 2 h;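 active = compounds giving at least 50% protection of heart cells from peroxide-induced death in the single-dose screen, raw or plate-pattern-corrected value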;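 also: 0% = DMSO wells with peroxide and 100% = DMSO wells without peroxide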
# Exocytosis inh – blocks lytic granule exocytosis; TALL-104 LAMP-1 surface exposure, flow cytometry; cells stimulated with thapsigargin and PMA; inhibition, % at 10 µM; actives 0.66% (n = 360,000); AID 651702;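 active = inhibition above about 55%, limit read from the data; inconclusive = no clear call, values can overlap the other calls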
# ABCB6 inh MLPCN – human ABCB6 transporter inhibition. K562-ABCB6 porphyrin accumulation, flow cytometry, 1 h; hits give low values. fluorescence ratio to DMSO, % at 10 µM. actives 0.19% (n = 360,000);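 active = fluorescence ratio to DMSO below 75%, the collection mean minus 3 SD; inconclusive = too few cells collected in the well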;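 also: signal is porphyrin accumulated inside mitochondria; 100% equals median channel fluorescence of DMSO control wells; lower ratio means ABCB6 inhibition with less porphyrin fluorescence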
# Vif imaging – HIV Vif inhibition. inhibition, % at 7.49 µM. actives 0.35% (n = 340,000). HEK293T cells, Vif self-association by quenched fluorescence, imaging, 24 h; in the data active = inhibition above about 50%, passing the limit was not always enough; inconclusive = no clear call, values can overlap the other calls; inactive = below about 31%; also: some results filed as inactive read as strong as hits
# PDI turbidity – inhibitors of human protein disulfide isomerase. P07237. PDI insulin aggregation turbidity, A650, 90 min. inhibition, % at 10 µM. actives 0.052% (n = 350,000). AID 588391;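 active = mean inhibition across replicates of 30% or more, whatever share of single replicates reach that level; inconclusive = mean inhibition below 30% while every single replicate reaches 30%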;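 also: absorbance from insulin aggregation driven by PDI reduction with DTT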
# Target sequence (P07237 whole entry, looked up): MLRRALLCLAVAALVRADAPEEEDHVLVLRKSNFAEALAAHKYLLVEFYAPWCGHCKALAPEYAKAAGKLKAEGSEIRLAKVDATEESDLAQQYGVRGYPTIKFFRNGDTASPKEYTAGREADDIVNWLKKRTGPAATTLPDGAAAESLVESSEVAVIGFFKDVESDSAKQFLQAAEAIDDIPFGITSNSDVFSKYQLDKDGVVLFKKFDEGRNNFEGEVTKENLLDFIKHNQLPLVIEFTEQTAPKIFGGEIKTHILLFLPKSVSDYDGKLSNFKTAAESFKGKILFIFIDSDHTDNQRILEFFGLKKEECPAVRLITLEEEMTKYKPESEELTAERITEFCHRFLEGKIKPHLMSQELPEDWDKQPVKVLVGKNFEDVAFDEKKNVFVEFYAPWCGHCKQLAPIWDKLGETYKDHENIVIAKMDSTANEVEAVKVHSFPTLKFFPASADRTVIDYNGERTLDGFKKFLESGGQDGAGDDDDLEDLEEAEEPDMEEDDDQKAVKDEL
# hiPSC survival – increases survival of single human iPS cells | hiPSC single-cell survival, ATPlite luminescence; 100% = ROCK inhibitor wells, 0% = DMSO | survival enhancement, % at 20 µM | actives 0.044% (n = 360,000) | AID 602274; in the data active = survival enhancement above about 18%;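 also: cells exposed to compounds for 16 hours before the ATP read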
# An asterisk follows results filed as active; ? = inconclusive; . = no result given.
# Each structure is followed by: HTR2A ag, aDG glyco act, Glyco luc inh, CaV13 ICDI inh, H9c2 protect, Exocytosis inh, ABCB6 inh MLPCN, Vif imaging, PDI turbidity, hiPSC survival
CC(=O)C1C(=O)CC(C)(O)C(C(C)=O)C1c1ccccc1 (configuration not stated)
→ 4, -0.4, 0, -4, -9, -2, 98, -7, 14, -1.7
O=C(O)/C=C/c1cn(Cc2ccccc2Cl)nc1-c1ccccc1
→ 3, 0.0, -2, -6, -2, -7, 104, 16, 0, 0.4
Cn1c(=O)c2cc(S(=O)(=O)NC(C(=O)N3CCCCCC3)c3ccccc3)ccc2n(C)c1=O (configuration not stated)
→ 2, -0.2, 1, -6, 5, 1, 96, -3, 0, 1.5
CCC(=NOCc1ccccc1)C(=O)NNS(=O)(=O)c1ccc(C)cc1
→ -4, 0.2, -1, -5, -3, -3, 99, -15, -1, 3.1
CCCCn1c(N)c(N(Cc2ccccc2OC)C(=O)c2sccc2C)c(=O)[nH]c1=O
→ -1, -0.1, -2, -6, -3, 0, 103, -6, -8, -0.5
CNc1nc(C)c(C(C)(C)C)s1
→ -1, -0.1, 1, -7, -5, 3, 94, -1, -2, 0.2
O=C(O)c1cccc2c1C(=O)c1ccc(Cl)cc1S2(=O)=O
→ 0, 0.2, 2, -10, -2, -4, 96, 2, -1, 3.4
Cc1csc(NC(=O)CSc2nnc(-c3ccncc3)n2C)n1
→ -3, -0.3, 1, -9, 10, 1, 99, -3, -5, 7.7
C[C@@H]1CC=C[C@@H]2[C@H]1C(=O)N(Cc1ccccc1)[C@H]2c1cccc(C#Cc2ccccc2)c1
→ -4, 0.1, -7, -5, -18, 0, 99, -21, 8, 0.1
CC(C)(C)c1ccc(CN2N=Nc3ccccc3S2(=O)=O)cc1
→ 1, -0.6, 8, -3, -15, 97*, 107, 12, 4, -4.9
CC(C)(C)C(=O)/C=C/c1ccc(Oc2ccccc2)cc1
→ -6, 0.2, 1, -4, -12, -5, 97, -2, -17, -0.5
CCNC(=S)N/N=C/c1ccc(OCc2ccc(C(=O)OC)cc2)cc1
→ 0, 0.2, -1, -2, -3, -1, 100, 0, 0, 0.0
CCN(C(=O)COc1cccnc1[N+](=O)[O-])C1CCS(=O)(=O)C1 (configuration not stated)
→ 0, 0.1, -2, -3, 11, -5, 92, 12, 3, 0.4
Cc1ccc(OC(C)C(=O)Nc2ccccc2C(=O)N2CCOCC2)cc1 (configuration not stated)
→ 3, -0.2, 1, ., 8, -3, 103, 15, 1, 0.3
COCCNC(=O)CN(c1ccc(C)cc1)S(=O)(=O)c1ccc(SC)cc1
→ -2, -0.1, -2, -6, 9, -2, 97, 5, -6, -1.4
O=C1CC(=C2c3ccccc3-c3ccccc32)C(=O)N1CCN1CCN(c2ccccc2)CC1
→ -5, -0.3, -3, -6, 8, -2, 93, 5, 1, -1.0
COc1ccc(N2C(=O)CSC(c3ccccc3)C2=O)cc1 (configuration not stated)
→ 1, -0.2, 1, -5, 3, -1, 110, -8, 1, 4.8
COc1ccc(S(=O)(=O)N2CCCC2)c(Cl)c1Cl
→ 1, 0.9, -3, -5, -2, 1, 97, 0, -1, -0.2
O=C(CN1CCN(Cc2ccccc2)CC1)Nc1ccc(Cl)cc1
→ 5, 0.0, -2, -5, -6, 7, 95, 0, 20, -0.4
Cc1ccc(NC(=O)CN2CCN(S(=O)(=O)c3cccs3)CC2)cc1S(=O)(=O)N(C)C
→ 1, -0.2, -1, -6, 3, 0, 99, 8, -1, -0.8
Cc1ccc(NC(=O)CCCN2C(=O)/C(=C/C=C/c3ccccc3)SC2=S)cc1
→ 4, 0.5, 0, -4, -11, 2, 144, 3, -2, -1.3
O=C(NNC(=O)C1CC1c1ccccc1)c1cccc([N+](=O)[O-])c1 (configuration not stated)
→ 2, -0.3, 3, -2, -4, -5, 102, 0, -35, -0.7
O=C(CN1CCN(Cc2ccccc2)CC1)N/N=C/c1cccnc1
→ -6, 0.0, 1, -6, 13, 2, 101, -6, 5, -0.3
CCOc1cc(C(=S)N2CCOCC2)ccc1OS(=O)(=O)c1ccc(NC(C)=O)cc1
→ 3, 0.3, -1, -5, -17, 1, 96, -8, 0, 2.7
CC1CCc2c(sc(NC(=O)c3noc4c3CCCC4)c2C(N)=O)C1 (configuration not stated)
→ -4, 0.0, -1, -5, -1, -2, 102, 3, -5, -0.4
Cc1cc(=O)nc2c3ccccc3n(C(C)C(=O)Nc3cc(F)ccc3F)n12 (configuration not stated)
→ -7, 0.0, 2, -14, 0, 15, 101, 2, -8, 1.5
CN(Cc1ccccc1)c1ccc(S(=O)(=O)N2CCC(C(=O)O)CC2)cc1[N+](=O)[O-]
→ 1, -0.2, 3, -4, -6, -3, 95, 10, -11, -0.4
COc1cccc(CC(NC(C)=O)C(=O)NC2CCN(c3c4c(nc5ncnn35)CCC4)CC2)c1 (configuration not stated)
→ 0, -0.2, 3, ., 8, -1, 100, 0, 9, -0.9
N#Cc1c(NC(=O)CCN2C(=O)c3ccccc3C2=O)oc(-c2ccccc2)c1-c1ccccc1
→ -1, -0.1, 3, -5, -5, -1, 98, -27, 0, 0.8
CCNC(=S)NNc1nnc(-c2ccccc2)c(-c2ccccc2)n1
→ 0, -0.2, 4, -1, 1, -5, 98, 14, 8, -0.5

# Copied from the listing for reference:
# Each structure is followed by: HTR2A ag, aDG glyco act, Glyco luc inh, CaV13 ICDI inh, H9c2 protect, Exocytosis inh, ABCB6 inh MLPCN, Vif imaging, PDI turbidity, hiPSC survival
CCOc1cc(C(=S)N2CCOCC2)ccc1OS(=O)(=O)c1ccc(NC(C)=O)cc1
→ 3, 0.3, -1, -5, -17, 1, 96, -8, 0, 2.7
CC1CCc2c(sc(NC(=O)c3noc4c3CCCC4)c2C(N)=O)C1 (configuration not stated)
→ -4, 0.0, -1, -5, -1, -2, 102, 3, -5, -0.4
Cc1cc(=O)nc2c3ccccc3n(C(C)C(=O)Nc3cc(F)ccc3F)n12 (configuration not stated)
→ -7, 0.0, 2, -14, 0, 15, 101, 2, -8, 1.5
CN(Cc1ccccc1)c1ccc(S(=O)(=O)N2CCC(C(=O)O)CC2)cc1[N+](=O)[O-]
→ 1, -0.2, 3, -4, -6, -3, 95, 10, -11, -0.4
COc1cccc(CC(NC(C)=O)C(=O)NC2CCN(c3c4c(nc5ncnn35)CCC4)CC2)c1 (configuration not stated)
→ 0, -0.2, 3, ., 8, -1, 100, 0, 9, -0.9
N#Cc1c(NC(=O)CCN2C(=O)c3ccccc3C2=O)oc(-c2ccccc2)c1-c1ccccc1
→ -1, -0.1, 3, -5, -5, -1, 98, -27, 0, 0.8
CCNC(=S)NNc1nnc(-c2ccccc2)c(-c2ccccc2)n1
→ 0, -0.2, 4, -1, 1, -5, 98, 14, 8, -0.5

# Following part
# Each structure is followed by: HTR2A ag, aDG glyco act, Glyco luc inh, CaV13 ICDI inh, H9c2 protect, Exocytosis inh, ABCB6 inh MLPCN, Vif imaging, PDI turbidity, hiPSC survival
COc1cc(C=O)cc(Cl)c1OC(=O)N1CCOCC1
→ -3, 0.0, 1, -4, 0, 1, 100, 30, -8, 0.2
CN(C)c1ccc(/C=N/NC(=O)c2ccn(C)n2)cc1
→ -5, 0.0, -5, -14, -14, -7, 100, -5, -10, -0.7
CC(OC(=O)c1ccc(Cl)nc1)C(=O)NC1CCCC1 (configuration not stated)
→ 8, -0.1, -1, -3, 18, 1, 103, ?, 1, -0.4
CC(C)(C)CC(C)(C)c1ccc(O)c(Cc2ccc(Cl)cc2Cl)c1
→ 3, 0.0, -7, -4, -44, 14, 100, 10, -4, 1.2
COc1ccc(-c2nnc(NC(=O)C(C)C)s2)c(OC)c1
→ -9, 0.2, 1, -3, -16, 24, 97, -10, ., -3.0
COc1ccc(CC(=O)Oc2ccc(C(C)(C)C)cc2)cc1S(=O)(=O)N1CCOCC1
→ -11, -0.2, 0, -7, -8, -3, 98, 2, -2, -0.2
CN1CCc2c(sc3nc(NN)n(Cc4ccccc4)c(=O)c23)C1
→ -2, -0.1, 0, -3, 10, 5, 100, -2, -21, 0.1
O=C(COc1cccc2c1CCN(Cc1ccccc1)C2=O)NCc1ccco1
→ -1, 0.5, 4, -19, -1, 1, 100, 6, -13, 0.8
CC(C)C[C@@H](CO)NS(=O)(=O)c1c(F)cccc1F
→ -5, -0.2, 4, -10, 0, -13, 101, -6, 0, -0.4
CCC(=O)Nc1ccc(N2CCN(Cc3ccccc3F)CC2)cc1
→ -3, -0.3, 1, -4, 10, -2, 96, -4, 1, -2.5
Cc1ccc(C(NC(=O)NN2CCN(C)CC2)C(Cl)Cl)cc1F (configuration not stated)
→ -6, -0.1, -2, -2, -2, -6, 100, -1, 11, 0.0
CN(C)CCN(C(=O)c1ccc(S(=O)(=O)N(C)CC2CCCO2)cc1)c1nc2cc3c(cc2s1)OCO3 (configuration not stated)
→ -13, -0.3, 2, -2, 5, 5, 96, -3, -1, -0.4
O=C(Cn1nnc2c(cnn2-c2ccc(F)cc2)c1=O)OC1CCCCC1
→ 2, 0.2, -2, -4, 12, 0, 112, 21, 0, 3.6
S=c1[nH]nc(-c2cccnc2)n1/N=C/C=C/c1ccccc1
→ 16*, 0.2, -1, -5, 1, -2, 82, -4, -31, 0.3
CCn1cc(C(=O)OCC(=O)c2cc(C)n(-c3ccc(OC(F)F)cc3)c2C)c(=O)c2ccc(C)nc21
→ -4, -0.1, -2, -5, -6, 1, 100, -14, 1, 2.9
COc1ccc(C(c2sc3nc(C)nn3c2O)N2CCCCC2)cc1 (configuration not stated)
→ -2, 0.1, 2, -4, 7, -4, 84, ., ., 1.4
CCCC1c2ccc(C)n2CCN1C(=O)Nc1ccccc1Cl (configuration not stated)
→ -1, -0.2, 0, ., -1, -1, 112, -2, 20, 0.5
COc1ccccc1C(=O)N/C(=C/c1ccco1)C(=O)Nc1ccc(C(=O)O)cc1
→ -2, -0.1, 1, -5, 5, 2, 92, 6, -5, -0.5
O=C1Oc2ccccc2C2(O)C3CCCCCC3C12 (configuration not stated)
→ 5, 0.1, 0, 0, 15, 4, 95, -1, -2, -0.4
COC(c1ccccc1)(c1ccccc1)C(Oc1nccc(C)n1)C(=O)O (configuration not stated)
→ 2, 0.0, 0, -5, -2, 0, 94, 19, 3, 2.0
O=C(c1ccccc1)N1CCN(C(=O)c2cc3ccccc3oc2=O)CC1
→ 3, -0.1, 0, -4, 7, -10, 99, 1, 7, 0.2
Cn1c(CCCNC(=O)c2ccccc2)nc2ccccc21
→ -3, -0.1, 1, -5, 7, 3, 103, -1, -9, -3.8
O=C1CSC(=O)N1CC(O)COc1ccc(Cl)cc1 (configuration not stated)
→ -6, -0.1, 1, -9, -1, 7, 99, -1, 1, 1.4
COc1ccc2c(c1)c(=O)c(C(=O)c1ccc(C)cc1)cn2CC(=O)Nc1ccc(F)cc1
→ 4, 0.1, -1, -6, -8, 0, 103, -5, -7, 4.4
Cn1c(=O)c(=O)n(C)c2cc(S(=O)(=O)CCC(=O)Nc3ccc(F)cc3)ccc21
→ 0, -0.2, 0, -4, 2, -1, 98, 7, ., -1.2
